Source: PubChem
TSHR antagonist = antagonists of human thyroid stimulating hormone receptor; P16473; TSHR-expressing cells, TSH-stimulated cAMP HTRF, 2 h; active compounds read low; activity change, negative = inhibition, % at 11.5 µM; 330,000 compounds, 0.2% hits;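 active means activity change below a set negative limit, meaning inhibition stronger than a set level, cut at about -70% in these data; inconclusive means activity change between two set negative limits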; further: on the % scale 0 is the no-effect control and ±100 the full control effect
Target sequence (P16473 whole entry, looked up): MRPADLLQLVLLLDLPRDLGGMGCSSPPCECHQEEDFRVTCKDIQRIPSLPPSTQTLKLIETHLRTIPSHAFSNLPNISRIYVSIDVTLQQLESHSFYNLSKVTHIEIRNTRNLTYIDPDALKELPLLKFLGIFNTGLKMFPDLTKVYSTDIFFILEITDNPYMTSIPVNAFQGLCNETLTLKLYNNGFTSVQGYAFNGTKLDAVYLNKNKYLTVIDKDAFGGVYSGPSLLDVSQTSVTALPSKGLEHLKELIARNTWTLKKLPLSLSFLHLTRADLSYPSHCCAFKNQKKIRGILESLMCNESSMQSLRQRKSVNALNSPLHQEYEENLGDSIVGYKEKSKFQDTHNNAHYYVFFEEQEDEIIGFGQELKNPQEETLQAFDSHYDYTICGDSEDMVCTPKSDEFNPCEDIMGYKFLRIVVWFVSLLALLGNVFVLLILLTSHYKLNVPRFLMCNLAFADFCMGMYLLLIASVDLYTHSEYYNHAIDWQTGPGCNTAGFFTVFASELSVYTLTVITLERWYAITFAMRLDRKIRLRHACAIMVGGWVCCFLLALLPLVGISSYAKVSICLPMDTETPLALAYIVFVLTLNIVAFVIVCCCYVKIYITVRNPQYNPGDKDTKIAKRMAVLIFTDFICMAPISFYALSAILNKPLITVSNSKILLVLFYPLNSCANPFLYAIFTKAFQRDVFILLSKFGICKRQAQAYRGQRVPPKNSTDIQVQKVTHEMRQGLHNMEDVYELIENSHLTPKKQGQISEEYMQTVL
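Inhibition of cAMP made by TSHR-expressing cells under TSH stimulation (4nM final, EC80; 2 h, 37 deg C) is quantified with a one-step lysis HTRF kit, anti-cAMP cryptate versus cAMP-d2.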
MBNL1-CUG inh = MBNL1-poly(CUG) RNA binding inhibition; Potency, µM (titrated, usually from 57.5 µM), for the others: at the highest dose activity change, negative = inhibition, actives largely listed as inhibitors; Q9NR56; 280,000 compounds, 0.036% hits; TR-FRET MBNL1-His/biotin-(CUG)12 binding, 665/545 ratio; active means well fitted inhibition curve with a large enough effect in the signal ratio, with a control signal flat, not every such curve was filed as active; inconclusive means small, poorly fitted or top-dose-only effect, or effect the other way, or a change in a side signal; inactive means no such curve, though single readings can be large or run the other way; the % refers to the signal ratio; further: potency means the concentration at half of the fitted maximal effect; on the % scale 0 is the no-effect control and ±100 the full control effect
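TR-FRET readout: Ex 340 nm, 665/545 nm emission ratio, normalized to buffer-only (basal) and MBNL1-(CUG)12 controls. Complex of MBNL1-His with Biotin-(CUG)12, compounds 92 nM–58 uM, incubated 60 min at room temperature.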
PTAP TSG101 blk = blocks PTAP/TSG101 interaction to inhibit HIV-1 budding. AID 493005. Potency, µM (doses to about 115 µM), for inactives: at the top dose activity change, negative = inhibition, most hits filed as inhibitors. Q99816. Fluorescence polarization, FITC-PTAP peptide / Tsg101 binding. 340,000 tested, under 10 active; active means well fitted inhibition curve with a large enough effect in the main read-out, with a control signal flat, not every such curve was filed as active; inconclusive means small, poorly fitted or top-dose-only effect, or effect the other way, or a change in a side signal; inactive means no such curve, though single readings can be large or run the other way; further: potency means the concentration at half of the fitted maximal effect; % of control where 0% means no effect
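FP read-out: FITC-PTAP peptide, 50 nM final, binding Tsg101 binding domain, 10 uM final; 20 min, r.t.; 10 mM HEPES pH 7.5, 0.15 M NaCl, 0.01% Tween 20, 3 mM EDTA, 0.1 mM TCEP.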
Menin MLL FP TR = inhibitors of human menin-MLL interaction, mutant MLL peptide. O00255. Menin + Texas Red MLL mutant peptide, fluorescence polarization. Potency, µM (series often up to 61.6 µM), for the others: top-dose FP activity change, negative = inhibition, usual class: inhibitors. 270,000 compounds, 0.23% hits. AID 1768; active means well fitted inhibition curve with a large enough effect in the polarisation, with a control signal flat, not every such curve was filed as active; inconclusive means small, poorly fitted or top-dose-only effect, or effect the other way, or a change in a side signal; inactive means no such curve, though single readings can be large or run the other way; the % refers to the polarisation; further: potency means the concentration at half of the fitted maximal effect; % of control where 0% means no effect; many of its hits are not listed in these tables
ASM inhibitor = human S-ASM enzyme inhibition | 340,000 compounds, 0.006% hits | P17405 | Potency, µM (series often up to 57.5 µM), for the others: top-dose activity change, negative = inhibition, usual class: inhibitors | AID 504937 | placental ASM, HMU-PC fluorogenic substrate, 60 min; further: potency means the concentration at half of the fitted maximal effect
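qHTS format. ASM enzyme prepared from human placenta hydrolyses the fluorogenic substrate HMU-PC0 (9 uM final) over 60 min at 37 °C after a 10 min compound preincubation.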
Mito fusion yeast = blocks mitochondrial division or promotes mitochondrial fusion; S. cerevisiae fusion-defective mutant growth rescue, CellTiterGlo 48 h; Potency, µM (top dose mostly 46.1 µM), inactives show at the highest dose growth rescue (activation), hits mostly activators; 320,000 compounds, 0.23% hits; AID 485298;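 further: potency means the concentration at half of the fitted maximal effect; % of control where 0% means no effect; nearly all actives have a fitted effect of over 45% in size; temperature-sensitive fusion mutants such as fzo1-1 at 37 °C on non-fermentable ethanol glycerol medium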
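Growth-rescue viability read-out: after 48 h at the non-permissive 37C in glycerol/ethanol YPEG, yeast mitochondrial fusion mutants are measured by CellTiterGlo luminescence; compounds (23 nl pinned per well) restoring growth score as division inhibitors or fusion activators.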
A-T KAP1 phos = potential ataxia-telangiectasia treatment | […] A-T fibroblasts, KAP-1 phosphorylation AlphaLISA; neocarzinostatin DNA damage 30 min before lysis | Potency, µM (highest dose often 57.5 µM), without a hit: at the highest dose activation, usual class: activators | 320,000 compounds, 0.19% hits | AID 485349; further: potency means the concentration at half of the fitted maximal effect; % of control where 0% means no effect; nearly all actives have a fitted effect of over 45% in size
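ATM-like activity read as KAP-1 phosphorylation via AlphaLISA donor/acceptor antibody pairs after lysis and 6 hr at 25C. Cells were ATM-null patient fibroblasts ([…], hTERT), dosed 60 min, then exposed to the DSB inducer NCS for 30 min.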
TCR act = T cell receptor activation. Potency, µM (doses to about 9.22 µM), inactives show top-dose activation of IL-2 secretion, actives largely listed as activators. 330,000 tested, under 10 active. primary human leukocytes, anti-CD3, IL-2 HTRF, 48 h. AID 504894; further: % of control where 0% means no effect
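Human primary leukocytes + a-CD3 beads + cpd, 48 hr; IL-2 in supernatant by HTRF (ex 320nm / em 665nm). No co-stimulatory signal supplied.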
Integrin act MD = integrin-mediated muscular dystrophy alleviation activation; alpha7betagal myoblasts, beta-gal FDG fluorescence, 48 h; Potency, µM (top dose mostly 38.3 µM), for inactives: top-dose activation, most hits filed as activators; 350,000 compounds, 0.064% hits; AID 624291;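 further: potency means the concentration at half of the fitted maximal effect; 100% = response of the positive control SU9516; nearly all actives have a fitted effect of over 60% in size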
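alpha7betagal+/- myoblasts (passage 13, 250/well) treated 48 h at 37C with compounds at 1:260 dilution of DMSO stock. Lysed, then beta-galactosidase activity read as FDG fluorescence (ex 480/em 540) after 30 min, with pre-read for autofluorescence.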
MLL CXXC-DNA inh = MLL CXXC-DNA interaction inhibition | Q03164 | MLL-CXXC / FITC-HOXA9 DNA fluorescence polarization | Potency, µM (doses to about 115 µM), inactives show at the highest dose activity change, negative = inhibition, hits mostly inhibitors | 290,000 compounds, 0.037% hits | AID 2662; active means well fitted inhibition curve with a large enough effect in the polarisation, with a control signal flat, not every such curve was filed as active; inconclusive means small, poorly fitted or top-dose-only effect, or effect the other way, or a change in a side signal; inactive means no such curve, though single readings can be large or run the other way; the % refers to the polarisation; further: potency means the concentration at half of the fitted maximal effect
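Steps: dispense CXXC domain solution (7 uM) → pin compounds or unlabeled HOX-A9 DNA control → 5 min ambient → add FLSN-HOX-A9 solution (50 nM) → spin → 30 min ambient → fluorescence polarization. Tris pH 7.5/NaCl/DTT/BSA buffer.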
* hit, by the source's call; ? = inconclusive; . = no result given; [ ] = remark or other dose. Unless noted, the call rests on the fitted dose curve; in most records, active means well fitted curve in the direction sought with a large enough effect; inconclusive means small, poorly fitted or top-dose-only effect, or another doubt; inactive means no such curve, though single readings can be large; an effect the other way counts as inactive or inconclusive.

no.	molecule	TSHR antagonist	MBNL1-CUG inh	PTAP TSG101 blk	Menin MLL FP TR	ASM inhibitor	Mito fusion yeast	A-T KAP1 phos	TCR act	Integrin act MD	MLL CXXC-DNA inh
1	Cc1cccc(N2C(=O)c3cccc4c(N(C)CCO)ccc(c34)C2=O)c1	.	?	?	12%	49%[activator]	3%	-18%	-8%	0%	?
2	COc1ccc(-n2nc3c(c2NC(=O)c2ccccc2S(=O)(=O)C(F)F)CS(=O)(=O)C3)cc1	0	-4%	3%	.	1%	2%	-3%	-1%	23%	7%
3	O=C(/C=C/c1ccccc1)NCc1ccc2c(c1)OCO2	1	2%	-4%	3%	-3%	0%	12%	1%	5%	6%
4	Cc1cccc(CN2CCc3c([nH]c4ccccc34)C2C(C)(C)C)n1 (stereo not drawn)	-6	4%	1%	-8%	33%[activator]	2%	-2%	0%	-12%	-8%
5	COc1ccccc1CC(=O)N1CCN(c2ccccn2)CC1	8	-9%	-2%	-4%	2%	-1%	-2%	6%	0%	14%
6	COc1ccc(NC(=O)COc2ccc(C)nc2[N+](=O)[O-])cc1S(N)(=O)=O	6	.	-8%	.	-3%	-5%	1%	-2%	14%	.
7	O=C(O)CNC(=O)c1ccc(Sc2ccccc2)c([N+](=O)[O-])c1	-1	?	-6%	0%	10%	4%	0%	1%	5%	0%
8	COCCCNC(=O)c1oc2ccc(S(=O)(=O)N(C)C3CCCCC3)cc2c1C	-12	-8%	-5%	4%	-3%	4%	2%	2%	1%	-11%
9	Cc1nnc(NC(=O)C2CCN(S(=O)(=O)c3ccc(Cl)cc3)CC2)s1	1	-5%	-3%	-1%	4%	1%	6%	13%	10%	0%
10	COc1cc(C(C)=O)ccc1OCC(O)CN1CCN(c2ccc(F)cc2)CC1 (stereo not drawn)	13	1%	-1%	0%	0%	3%	-13%	-3%	8%	28%
11	COc1ccc(CNC(=O)Cc2cn(C)c3ccccc23)c(OC)c1	-2	-10%	-2%	20%	-4%	-10%	-7%	2%	18%	5%
12	CCOC(=O)N/N=C\c1ccc(OC(=O)c2ccc3c(c2)OCO3)cc1	-10	13%	-3%	-1%	1%	9%	1%	0%	-6%	46%[activator]
13	Cc1ccc(Nc2nnc(SC/C(O)=C(\C#N)c3nc4ccccc4[nH]3)s2)c(C)c1	-8	?	-6%	?	45%[activator]	-7%	-4%	0%[46.1 µM]	17%	?
14	Cc1ccc(NC(=O)C2CCCN(S(=O)(=O)c3cccc4cccnc34)C2)cc1 (stereo not drawn)	-4	4%	0%	.	-3%	6%	11%	2%	-14%	-9%
15	CCOc1ccc(Oc2ccc(Cl)cc2N)cc1	-11	-3%	-3%	0%	-1%	-2%	35%	-3%	-12%	2%
16	CC(C)(C)OC(=O)N[C@@H](Cc1ccccc1)C(=O)N[C@@H](CO)[C@H](O)[C@@H]1C[C@@H]1C(=O)NC1CC1	13	-7%	-2%	14%	5%	0%	2%	2%	30%	-3%
17	Cc1ccc(-n2c(SCC(=O)Nc3cc(C)on3)nc3c([nH]c4ccccc43)c2=O)cc1	-10	5%	0%	14%	-2%	-1%	3%	-5%	-24%	9%
18	CCN1CCN(CCC(=O)Nc2cccc(OC)c2)CC1	-12	3%	-8%	2%	-2%	-2%	-2%	4%	12%	7%
19	O=[N+]([O-])c1ccc(-c2nnc3cccc(Cl)n23)cc1	0	?	-5%	4%	0%	4%	-21%	2%	?	12%
20	COc1ccc(-n2cc(CN(C)CCO)c(-c3cccc(F)c3)n2)cc1	11	2%	1%	-1%	3%	?	-2%	2%	-6%	22%
21	O=C(OCC(=O)N1CCN(C(=O)c2ccco2)CC1)c1cccc(S(=O)(=O)N2CCc3ccccc32)c1	-16	0%	-4%	1%	3%	-1%	5%	3%	10%	7%
22	Cc1ccc(NC(=O)C(=O)NCCCN2CCCC2=O)c(C)c1	9	.	0%	.	-3%	-5%	0%	3%	14%	.
23	O=c1/c(=C/c2ccco2)sc2nc(-c3ccccc3Br)nn12	17	14%	-1%	?	-7%	-1%	12%	2%	-28%	-4%
24	CC(C)(C)c1nc(SCC(=O)c2ccccc2)c2ccccc2n1	-23	1%	-4%	21%	-6%	21%	13%	2%	45%	9%
25	CCOC(=O)c1ccccc1NC(=O)C1CC(=O)N(C2CCCCC2)C1 (stereo not drawn)	-10	9%	-3%	.	0%	10%	17%	5%	-2%	?
26	COc1ccc(C(C)=O)cc1CSCC(=O)O	5	-7%	-1%	6%	0%	-4%	-4%	0%	8%	4%
27	CCOC(=O)C1=C(N)Oc2cc(C)oc(=O)c2C1c1cccnc1 (stereo not drawn)	8	6%	-1%	-1%	7%	-2%	-4%	-5%	14%	-12%
28	CCOC(=O)c1ccc(S(=O)(=O)Nc2cc(S(=O)(=O)Nc3ccc(OC)cc3)ccc2O)cc1	-17	.	-1%	.	4%	.	6%	1%[46.1 µM]	-9%	.
29	CN1CCN(CC(=O)Nc2ccccc2C(F)(F)F)CC1	27	-12%	-2%	4%	1%	-1%	2%	-1%	12%	-7%
30	CCC(=O)Nc1ccccc1-c1nc2ccccc2[nH]c1=O	5	17%	-2%	6%	332%[activator]	0%	12%	.	4%	0%
31	CC(C)(C)c1cc(C(C)(C)C)n(-c2ccccc2)n1	3	-7%	0%	1%	-1%	-1%	-4%	-2%[46.1 µM]	-11%	1%
32	CC[C@@H]1C=C(C(=O)O)[C@H](c2ccc(Cl)c(Cl)c2)N1S(=O)(=O)c1ccc(C)cc1	-6	.	-7%	.	17%	.	1%	10%	-14%	.
33	CCN(CC)CC#Cc1ccc(C)cc1	3	-4%	-3%	.	4%	0%	7%	-1%	5%	-8%
34	O=C1C(=O)c2c(ccc3ccccc23)-c2ccccc21	.	.	-3%	.	13%	.	.	-13%	-23%	.
35	CC(C)(C)C(=O)Nc1c2c(nn1-c1cccc(Cl)c1)CS(=O)(=O)C2	-5	-8%	-1%	-13%	4%	7%	-12%	1%	-14%	-7%
36	CC(C)C(=O)N(Cc1cc2ccccc2[nH]c1=O)C(C)(C)C	7	-7%	-10%	-4%	1%	3%	6%	3%	-11%	0%
37	C=CC[C@@H](CC(=O)NCCO)C(=O)N[C@@H](COC(=O)[C@@H](CC=C)Cc1ccc(F)cc1)Cc1c[nH]c2ccccc12	-23	.	-1%	.	-1%	.	-5%	8%	3%	.
38	O=C(Cn1cnc2c(nnn2Cc2ccc(Cl)cc2)c1=O)N1CCCc2ccccc21	-5	7%	-8%	4%	-6%	-4%	2%	3%[46.1 µM]	-14%	7%
39	Cc1ccc(CO/N=C\Cc2snc(Sc3ncc(C(F)(F)F)cc3Cl)c2C#N)cc1	-22	5%	-5%	?	-3%	1%	.	5%	-8%	10%
40	COc1ccc(OCC(=O)NNC(=O)C(=O)N2CCCC2)cc1	9	.	-1%	-2%	2%	-3%	-4%	-3%[46.1 µM]	4%	-2%

Record cards, as listed above:
Entry for `CC(C)(C)C(=O)Nc1c2c(nn1-c1cccc(Cl)c1)CS(=O)(=O)C2` : TSHR antagonist = -5; MBNL1-CUG inh = -8%; PTAP TSG101 blk = -1%; Menin MLL FP TR = -13%; ASM inhibitor = 4%; Mito fusion yeast = 7%; A-T KAP1 phos = -12%; TCR act = 1%; Integrin act MD = -14%; MLL CXXC-DNA inh = -7%
Entry for `CCN(CC)CC#Cc1ccc(C)cc1` : TSHR antagonist = 3; MBNL1-CUG inh = -4%; PTAP TSG101 blk = -3%; Menin MLL FP TR = .; ASM inhibitor = 4%; Mito fusion yeast = 0%; A-T KAP1 phos = 7%; TCR act = -1%; Integrin act MD = 5%; MLL CXXC-DNA inh = -8%
Entry for `C=CC[C@@H](CC(=O)NCCO)C(=O)N[C@@H](COC(=O)[C@@H](CC=C)Cc1ccc(F)cc1)Cc1c[nH]c2ccccc12` : TSHR antagonist = -23; MBNL1-CUG inh = .; PTAP TSG101 blk = -1%; Menin MLL FP TR = .; ASM inhibitor = -1%; Mito fusion yeast = .; A-T KAP1 phos = -5%; TCR act = 8%; Integrin act MD = 3%; MLL CXXC-DNA inh = .

A portion of the library; count on the stated rates, not on these rows.
